RGS4-Gao reg = modulators of RGS4 binding to Galphao, primary screen, biochemical, multiplexed bead flow cytometry; 220,000 compounds, 0.33% hits; actives lie on both sides; binding response (% of control), % at 10 µM; Guanine nucleotide-binding protein G(o) subunit alpha (Homo sapiens), P09471; in the data active = binding response below about 49% or above about 150%; inactive = in between;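 note: fluorescent Galphao activated with aluminum fluoride binding bead-coupled RGS4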
Target sequence (P09471 whole entry, looked up): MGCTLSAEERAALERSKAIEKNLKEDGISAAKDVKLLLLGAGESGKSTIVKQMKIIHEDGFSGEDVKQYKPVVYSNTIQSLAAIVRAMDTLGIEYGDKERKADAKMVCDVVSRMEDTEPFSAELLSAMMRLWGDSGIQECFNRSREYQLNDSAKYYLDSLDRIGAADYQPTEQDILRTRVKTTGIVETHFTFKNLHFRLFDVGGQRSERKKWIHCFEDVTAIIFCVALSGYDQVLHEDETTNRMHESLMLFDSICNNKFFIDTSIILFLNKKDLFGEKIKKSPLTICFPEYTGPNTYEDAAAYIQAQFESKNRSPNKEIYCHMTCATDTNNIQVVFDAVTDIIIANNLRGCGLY
RGS7-Gao = RGS7-Galphao binding modulators, primary screen, biochemical, multiplexed bead flow cytometry. actives lie on both sides. binding response (% of control), % at 10 µM. Guanine nucleotide-binding protein G(o) subunit alpha (Homo sapiens), P09471. 220,000 compounds, 0.35% hits; in the data active = binding response below about 49% or above about 150%; inconclusive = no clear call, values can overlap the other calls; inactive = in between;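 note: fluorescent Galphao held in activated GDP-AlF4 state binding bead-coupled RGS7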
RGS8-Gao reg = RGS8-Galphao binding modulators, primary screen, biochemical, multiplexed bead flow cytometry; Guanine nucleotide-binding protein G(o) subunit alpha (Homo sapiens), P09471; 220,000 compounds, 0.34% hits; actives lie on both sides; response (percent of control binding), % at 10 µM; in the data active = response below about 60% or above about 140%; inactive = in between;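 note: Galphao activated as the GDP aluminium fluoride complex binding bead-coupled RGS8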
Bcl-2 Bim block = inhibitors of Bim-Bcl-2 binding, primary screen, biochemical, multiplexed, human Bcl-2 family. AID 950, 2007. Bead-based flow cytometry, Bim peptide-Bcl-2 binding. 190,000 compounds, 0.06% hits. inhibition, % at 10 µM; in the data active = inhibition above about 40%; inconclusive = no clear call, values can overlap the other calls;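 note: 0% = no compound wells with probe peptide and 100% = reference peptide inhibitor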
Bfl-1 Bim block = inhibitors of Bim binding to Bfl-1, primary screen, biochemical, multiplexed, bead-based flow cytometry. Bcl-2-related protein A1 (Homo sapiens), Q16548. Bim-Bfl-1 binding inhibition. inhibition, % at 10 µM. 190,000 compounds, 0.12% hits. AID 1008, 2008;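 note: 0% = wells without compound plus tracer and 100% = blocker peptide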
Bim-Bcl-W = inhibitors of Bim binding to Bcl-W, primary screen, biochemical, multiplexed, bead-based flow cytometry; Bcl-2-like protein 2 (Homo sapiens), Q92843; Bim peptide-Bcl-W binding; inhibition, % at 10 µM; 190,000 compounds, 0.02% hits;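 note: 0% = bound tracer without compound and 100% = peptide blocker; higher means less fluorescent Bim peptide bound to Bcl-W beads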
GSH fluor = compound fluorescence on glutathione beads, profiling panel, artefact control, biophysical, 488/530 nm, flow cytometry. fluorescence (KMESF) at 10 µM. GSH beads flow cytometry, compound fluorescence 488/530 nm; active compounds read high. 190,000 compounds, 0.25% hits; in the data active = fluorescence above about 89;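 note: glutathione beads carrying GST-tagged Bcl family fusion proteins plus one bare bead set; values are compound well signal with DMSO vehicle wells as background; inactives centre near 16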
Bim-Bcl-B = inhibitors of Bim-Bcl-B binding, primary screen, biochemical, multiplexed, human Bcl-2 family | Bcl-2-like protein 10 (Homo sapiens), Q9HD36 | bead-based flow cytometry, Bim peptide-Bcl-B binding | inhibition, % at 10 µM | 190,000 compounds, 0.073% hits | AID 951, 2007;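 note: 0% = tracer peptide without compound and 100% = reference inhibitor peptide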
Mcl-1 Bim block = inhibitors of Bim peptide binding to Mcl-1, primary screen, biochemical, bead-based flow cytometry, multiplex; inhibition, % at 10 µM; AID 1009, 2008; Induced myeloid leukemia cell differentiation protein Mcl-1 (Homo sapiens), Q07820; Bim peptide-Mcl-1 binding; 190,000 compounds, 0.1% hits;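 note: 0% = no compound tracer wells and 100% = peptide blocker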
Target sequence (Q07820 whole entry, looked up): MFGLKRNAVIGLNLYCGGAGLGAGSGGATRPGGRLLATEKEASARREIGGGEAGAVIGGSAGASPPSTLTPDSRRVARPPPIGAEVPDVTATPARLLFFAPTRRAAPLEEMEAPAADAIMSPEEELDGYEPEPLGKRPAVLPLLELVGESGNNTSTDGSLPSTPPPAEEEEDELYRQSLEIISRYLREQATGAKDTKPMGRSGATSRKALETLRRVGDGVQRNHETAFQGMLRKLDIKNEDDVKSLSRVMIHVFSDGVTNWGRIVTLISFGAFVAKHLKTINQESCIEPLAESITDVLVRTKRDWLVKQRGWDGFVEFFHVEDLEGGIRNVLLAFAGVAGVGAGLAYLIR
Bcl-XL Bim block = inhibitors of Bim-Bcl-XL binding, primary screen, biochemical, multiplexed, bead flow cytometry, human Bcl-XL; inhibition, % at 10 µM; AID 1007, 2008; 190,000 compounds, 0.04% hits; Bim peptide-Bcl-XL binding, fluorescence
Target sequence (Q07817 whole entry, looked up): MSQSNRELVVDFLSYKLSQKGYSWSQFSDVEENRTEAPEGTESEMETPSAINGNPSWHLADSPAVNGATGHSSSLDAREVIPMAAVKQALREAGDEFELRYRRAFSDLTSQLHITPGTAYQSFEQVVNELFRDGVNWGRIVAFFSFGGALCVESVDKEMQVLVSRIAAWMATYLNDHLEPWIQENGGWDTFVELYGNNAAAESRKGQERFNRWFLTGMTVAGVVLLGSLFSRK
Mcl1-Bid inh = Mcl-1/Bid binding inhibitors, primary screen, biochemical, TR-FRET, 1536-well; Induced myeloid leukemia cell differentiation protein Mcl-1 (Homo sapiens), Q07820; TR-FRET Mcl-1/Bid-Dy647 peptide binding; inhibition, % at 21.7 µM; 220,000 compounds, 0.97% hits;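 active = compounds that cut the binding signal by more than half at the single screening dose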;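 note: His-tagged Mcl-1 with europium anti-His antibody binding Bid BH3 peptide; 0% = Mcl-1 plus peptide wells and 100% = peptide-only wells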
* hit, by the source's call; ? = inconclusive. Cut-off read from the data, not from the text of the source, unless noted: active = inhibition above about 40%. Not a hit list; any-hit rate near 1.8%.

SMILES	RGS4-Gao reg	RGS7-Gao	RGS8-Gao reg	Bcl-2 Bim block	Bfl-1 Bim block	Bim-Bcl-W	GSH fluor	Bim-Bcl-B	Mcl-1 Bim block	Bcl-XL Bim block	Mcl1-Bid inh
CN(c1ccccc1)S(=O)(=O)c1cccc(NC(=O)Cn2cnc3ccccc3c2=O)c1	99	98	99	-14	-19	-1	24	-11	-4	-8	-19
CN1C(=S)SC(N2OC3C(=O)N(c4ccccc4)C(=O)C3C2c2ccccc2)C1(C)C (stereo not drawn)	103	100	99	-6	-13	-3	20	-5	-4	-10	-35
Cc1ccc(CN(Cc2ccco2)C(=S)NCC(=O)NC2CC2)cc1	101	104	102	0	2	0	16	-29	2	4	-32
Cc1nonc1C1CCCN1Cc1cn[nH]c1-c1ccc2c(c1)OCO2 (stereo not drawn)	95	93	100	0	-6	-3	14	-6	-1	-2	-33
Cc1cccc(NC(=O)NNC(=O)COc2ccc(Cl)cc2)c1	102	?	100	0	-3	-2	21	-2	0	-1	-13
O=C(NC(Cc1c[nH]c2ccccc12)C(=O)N/N=C/c1cccnc1)c1cccs1 (stereo not drawn)	102	96	99	-2	-3	-4	15	-1	-1	-3	-18
CCOC(=O)c1c(C)oc2c(F)c(F)c(F)c(F)c2c1=O	94	94	97	1	5	2	47	3	-3	0	-30
COCCn1c(SCC(=O)c2ccc(CNC(C)=O)o2)nc2ccccc2c1=O	103	99	101	-1	0	0	21	0	-1	0	-19
CCOC(=O)C1=C(C(F)(F)F)Nc2ncnn2C1c1ccc(OC)c(OC)c1OC (stereo not drawn)	99	104	97	-11	-14	-2	13	-6	-2	-6	-43
Cc1cccc(C)c1-n1c(C)nn(Cc2ccc([N+](=O)[O-])cc2)c1=O	99	96	99	0	-3	-1	13	-3	0	-4	-29
O=C(COC(=O)CNC(=O)c1ccc(Br)o1)Nc1ccc2c(c1)OCCO2	101	101	100	-6	-8	-2	28	-6	-2	-3	-22
CC1CCC(NC(=O)CN2CCCN(Cc3ccc(F)cc3Cl)C2=O)CC1 (stereo not drawn)	105	102	108	3	8	4	13	-1	1	0	8
CCc1nn(CC(=O)NCCCN(CC)Cc2ccccc2)c(=O)c2cc3sccc3n12	98	102	101	-9	-12	2	60	-6	0	-6	-4
CN(C)S(=O)(=O)c1ccc(Cl)c(NC(=O)CSc2nc3ccccc3c(=O)n2CCCN2CCOCC2)c1	98	78	100	9	0	4	12	-6	-7	-2	-18
CC(=O)Nc1ccccc1C(=O)C(=O)Nc1cccc(C(=O)NC2CC2)c1	103	102	103	0	0	0	7	0	-1	-2	-11
O=C(CN1c2cccc3cccc(c23)S1(=O)=O)Nc1ccccc1	95	?	100	3	9	11	14	-15	22	19	-14
COc1ccc(-n2sc3c(c2=S)-c2cc(OC)ccc2NC3(C)C)cc1	102	111	99	-11	-7	-5	26	-10	-5	-26	22
Cc1nc2ccccn2c1/C(O)=C1\C(=O)C(=O)N(CCN2CCOCC2)C1c1cccs1 (stereo not drawn)	104	95	99	-5	-8	4	42	-6	-1	0	-3
COc1ccc(S(=O)(=O)NNC(=O)c2cccs2)cc1	95	101	96	1	6	-4	14	-1	0	-1	-3
COc1ccccc1NC(=O)c1c(NC(=O)c2ccco2)sc2c1CCC2	98	100	98	7	8	2	15	4	6	3	-32
O=C(Nc1ccc(CN2CCOCC2)cc1)c1cccc(F)c1	92	91	92	-3	-4	-2	17	2	-1	-1	-12
Cc1cc(Br)ccc1NC(=O)CCN1C(=O)c2ccncc2C1=O	97	96	101	0	0	2	29	4	13	2	-7
Cn1cc(Br)c(C(=O)NNC(=O)c2ccccc2)n1	99	97	100	-2	0	-4	9	-7	-5	-7	-1
CC(C)C(c1nnnn1C1CCCC1)N1CCC(C(N)=O)CC1 (stereo not drawn)	87	84	92	0	-4	1	15	-6	-2	-2	-18
CCN(CC)P(=O)(Nc1ccc(C)cc1Br)c1ccc(N(C)C)cc1NC(=O)c1ccco1 (stereo not drawn)	104	98	104	0	1	0	10	1	1	-2	-25

The last 3 entries of the part before are carried over, then new ones follow:
SMILES	RGS4-Gao reg	RGS7-Gao	RGS8-Gao reg	Bcl-2 Bim block	Bfl-1 Bim block	Bim-Bcl-W	GSH fluor	Bim-Bcl-B	Mcl-1 Bim block	Bcl-XL Bim block	Mcl1-Bid inh
Cn1cc(Br)c(C(=O)NNC(=O)c2ccccc2)n1	99	97	100	-2	0	-4	9	-7	-5	-7	-1
CC(C)C(c1nnnn1C1CCCC1)N1CCC(C(N)=O)CC1 (stereo not drawn)	87	84	92	0	-4	1	15	-6	-2	-2	-18
CCN(CC)P(=O)(Nc1ccc(C)cc1Br)c1ccc(N(C)C)cc1NC(=O)c1ccco1 (stereo not drawn)	104	98	104	0	1	0	10	1	1	-2	-25
CCCNC(=O)OC[C@H]1O[C@H](CCO/N=C/c2ccc(C(=O)N3[C@H](c4ccc(C)cc4)[C@@H](C)CC[C@H]3C(=O)OC)cc2)C=C[C@@H]1Oc1ccc(OC)cc1	102	99	102	0	-2	-5	19	-4	-2	-4	-22
Cc1nc(=O)cc(-c2ccccc2)n1-c1ccccc1	98	98	100	-10	-17	-6	25	-8	-3	-7	-18
COc1ccc(CN(C(=O)CSc2nnc(-c3c[nH]c4ccccc34)o2)c2ccc(F)cc2)cc1OC	101	98	101	3	0	0	28	-1	-1	-2	7
COCCn1c(-c2ccccc2F)n[nH]c1=S	100	98	103	-7	-5	-1	44	-11	1	-3	-72
CCOc1cccc(CN2CCN(Cc3ccc(C)o3)C(CCO)C2)c1O (stereo not drawn)	102	98	101	-3	-5	-2	8	-3	0	-5	-31
CN(CCO)C(=O)c1cccc2c1-c1ccccc1C2=O	100	104	99	-7	-12	0	259*	-6	-3	-22	-22
Cc1cccc(C)c1NC(=O)CCCSc1nnc(-c2ccc(Cl)cc2)n1-c1ccccc1	90	88	93	2	3	-4	10	-4	-8	-6	-29
c1ccc(-c2cc(N3CCCCC3)ncn2)cc1	100	97	102	-11	-18	-1	31	-10	-2	-16	3
CCCN1Cc2cccc(C(=O)Nc3ccc(CN4CCCC4)cc3)c2C1=O	101	99	102	-1	-4	-4	22	-4	-4	-5	1
CC(C)(C)C(=O)N1CCN(c2ccc([N+](=O)[O-])c(-n3nc(-c4ccccc4)c4ccccc4c3=O)c2)CC1	100	101	102	-1	1	-2	11	-6	-3	-5	-15
CC(C(=O)N(C1CC1)C1(C(=O)Nc2ccccc2)CCCC1)N1C(=O)c2ccccc2C1=O (stereo not drawn)	103	103	103	-1	-6	1	6	-3	4	2	-22
CCOC(=O)CSc1nc2c(sc(=S)n2CCc2ccccc2)c(=O)n1Cc1ccco1	95	113	93	-1	7	1	11	-6	0	0	-55
COCCn1c(Cc2ccccc2)nnc1SCC(=O)NC(C)C	97	94	99	-7	-7	-4	38	-7	-4	-11	-9
CCOc1ccccc1C(=O)NC(C(=O)Nc1cccnc1)C(C)C (stereo not drawn)	98	?	100	-1	-8	2	17	-2	0	-4	-31
CCOC(=O)C1CCN(CC(=O)c2c(C)[nH]c3cc(C)ccc23)CC1	100	99	100	-10	-12	0	22	-7	-3	-3	-14
CCOC(=O)c1ccc(NC(=O)NCc2ccn(CC)n2)cc1	102	103	101	-12	-2	-4	15	-8	-5	-5	3
COc1ccccc1N(C)S(=O)(=O)c1ccc(C(=O)OCC(N)=O)cc1	103	98	103	-2	-4	-1	10	0	44*	-2	1
CCOc1ccc(/C=C/C(=O)c2cc(Br)ccc(=O)c2O)cc1	98	94	102	28	42*	21	5	-13	19	21	14
COc1ccc(OC)c(-c2nnc(SCC(=O)N3CCCc4ccccc43)o2)c1	94	94	96	-12	-19	1	22	-10	-5	-6	0
O=C(NCc1ccc2c(c1)OCO2)c1ccc(COc2cc(Cl)ccc2Cl)o1	98	95	98	-12	-14	4	45	-9	-1	-1	15
O=C(Nc1ccc2c(c1)OCO2)C(c1ccccc1)N1CCC2(CC1)OCCO2 (stereo not drawn)	96	96	100	-1	-2	0	30	0	-1	0	-13
COc1cc(C(=O)N/N=C/c2ccc(OC)c(CN3CCN(c4ccc(F)cc4)CC3)c2)ccc1O	105	108	102	1	2	10	9	9	6	12	-5
CCC(Sc1nccn1C)C(=O)Nc1cccc2ccccc12 (stereo not drawn)	97	101	101	-11	-19	0	19	-7	-1	-2	3
Fc1cccc(-n2ncc(-c3nnnn3-c3ccccc3)c2C(F)(F)F)c1	99	100	97	2	9	-4	65	7	-2	0	-4
O=C(c1ccco1)N1CCN(C(=O)c2ccccc2NS(=O)(=O)c2ccc(F)cc2)CC1	97	90	102	4	-2	0	10	-3	1	-1	-16
O=C(NCCN1C(=O)S/C(=C\c2cccs2)C1=O)[C@H](Cc1ccccc1)N1C(=O)c2ccccc2C1=O	101	100	101	-1	0	-3	6	-9	-5	-6	-40
COc1cc(CC(=O)OCC(=O)Nc2cc([N+](=O)[O-])ccc2F)cc(OC)c1OC	91	85	97	-5	-9	-4	16	-8	-2	-5	-13

Compound profiles, as listed above.
COc1cc(C(=O)N/N=C/c2ccc(OC)c(CN3CCN(c4ccc(F)cc4)CC3)c2)ccc1O as listed: RGS4-Gao reg = 105; RGS7-Gao = 108; RGS8-Gao reg = 102; Bcl-2 Bim block = 1; Bfl-1 Bim block = 2; Bim-Bcl-W = 10; GSH fluor = 9; Bim-Bcl-B = 9; Mcl-1 Bim block = 6; Bcl-XL Bim block = 12; Mcl1-Bid inh = -5
COc1cc(CC(=O)OCC(=O)Nc2cc([N+](=O)[O-])ccc2F)cc(OC)c1OC as listed: RGS4-Gao reg = 91; RGS7-Gao = 85; RGS8-Gao reg = 97; Bcl-2 Bim block = -5; Bfl-1 Bim block = -9; Bim-Bcl-W = -4; GSH fluor = 16; Bim-Bcl-B = -8; Mcl-1 Bim block = -2; Bcl-XL Bim block = -5; Mcl1-Bid inh = -13
CCCN1Cc2cccc(C(=O)Nc3ccc(CN4CCCC4)cc3)c2C1=O as listed: RGS4-Gao reg = 101; RGS7-Gao = 99; RGS8-Gao reg = 102; Bcl-2 Bim block = -1; Bfl-1 Bim block = -4; Bim-Bcl-W = -4; GSH fluor = 22; Bim-Bcl-B = -4; Mcl-1 Bim block = -4; Bcl-XL Bim block = -5; Mcl1-Bid inh = 1
